# RGS7-Gao reg = human RGS7-Galphao interaction regulation | AID 1439 | 0.35% of 220,000 active | P09471 | Multiplexed bead flow cytometry, RGS7-Galphao binding; actives lie on both sides | binding response (% of control), % at 10 µM; in the data active = binding response below about 49% or above about 150%; inconclusive = no clear call, values can overlap the other calls; inactive = in between;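 note: fluorescent Galphao held in activated GDP-AlF4 state binding bead-coupled RGS7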
# Target sequence (P09471 whole entry, looked up): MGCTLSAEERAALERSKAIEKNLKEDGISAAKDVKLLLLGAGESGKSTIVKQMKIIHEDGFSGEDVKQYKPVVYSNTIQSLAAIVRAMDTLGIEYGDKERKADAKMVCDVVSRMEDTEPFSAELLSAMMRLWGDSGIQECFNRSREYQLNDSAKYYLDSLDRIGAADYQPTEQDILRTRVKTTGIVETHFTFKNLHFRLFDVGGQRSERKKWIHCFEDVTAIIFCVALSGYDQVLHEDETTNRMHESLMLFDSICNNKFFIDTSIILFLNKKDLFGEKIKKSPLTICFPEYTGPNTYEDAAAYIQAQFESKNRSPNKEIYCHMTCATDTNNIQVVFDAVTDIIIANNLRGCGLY
# RGS4-Gao reg = human RGS4-Galphao interaction regulation; binding response (% of control), % at 10 µM; 0.33% of 220,000 active; Multiplexed bead flow cytometry, RGS4-Galphao binding; actives lie on both sides; in the data active = binding response below about 49% or above about 150%; inactive = in between;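 note: fluorescent Galphao activated with aluminum fluoride binding bead-coupled RGS4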
# RGS8-Gao = human RGS8-Galphao interaction regulation. AID 1423. response (percent of control binding), % at 10 µM. 0.34% of 220,000 active. multiplexed bead flow cytometry, RGS8-Galphao binding; actives lie on both sides; in the data active = response below about 60% or above about 140%; inactive = in between;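 note: Galphao activated as the GDP aluminium fluoride complex binding bead-coupled RGS8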
# Active calls of the source: *; ? = inconclusive.
# The first 15 entries as a preview:
RGS7-Gao reg	RGS4-Gao reg	SMILES	RGS8-Gao
?	100	O=C(/C=C/c1ccccc1Cl)N(Cc1cccs1)C1CCS(=O)(=O)C1 (stereo not drawn)	103
?	100	COc1ccc2[nH]c(C(=O)Nc3ccccc3Cl)cc2c1	98
?	101	O=S(=O)(c1cc(C(F)(F)F)ccc1Cl)N1CCN(c2ccccn2)CC1	101
?	93	Nc1ccccc1SC(C[N+](=O)[O-])c1ccccc1 (stereo not drawn)	86
?	103	Cc1cc(NC(=O)c2cc3cccc([N+](=O)[O-])c3[nH]2)ccc1F	103
?	98	Cn1ncc([N+](=O)[O-])c1C(=O)NCc1ccccc1	103
?	99	O=C(c1ccc(F)cc1F)N1CCCN(c2nc(-c3ccccc3)ns2)CC1	98
?	96	Nc1nc(N)c(C=Nc2ccc(Br)cc2)c(Nc2ccc(Br)cc2)n1	97
?	97	CCC(=O)N(CC(=O)Nc1sc(C)c(C)c1C(N)=O)Cc1ccc(F)cc1	100
?	95	O=S(=O)(NCc1csc(-c2cccs2)n1)c1ccccc1	98
?	78	Cc1nn(C)cc1/C=N/NC(=O)CSc1ccccn1	92
?	99	CCCCCc1cccnc1	104
?	97	O=C(O)c1cc(-c2ccc(Cl)s2)[nH]n1	98
?	94	Cc1ccc(NNC(=O)c2snnc2C)cc1Cl	98
?	105	O=C(/C=C/c1ccc2ccccc2n1)c1cc(Cl)ccc1O	90

# Main list, repeating the preview:
RGS7-Gao reg	RGS4-Gao reg	SMILES	RGS8-Gao
?	100	O=C(/C=C/c1ccccc1Cl)N(Cc1cccs1)C1CCS(=O)(=O)C1 (stereo not drawn)	103
?	100	COc1ccc2[nH]c(C(=O)Nc3ccccc3Cl)cc2c1	98
?	101	O=S(=O)(c1cc(C(F)(F)F)ccc1Cl)N1CCN(c2ccccn2)CC1	101
?	93	Nc1ccccc1SC(C[N+](=O)[O-])c1ccccc1 (stereo not drawn)	86
?	103	Cc1cc(NC(=O)c2cc3cccc([N+](=O)[O-])c3[nH]2)ccc1F	103
?	98	Cn1ncc([N+](=O)[O-])c1C(=O)NCc1ccccc1	103
?	99	O=C(c1ccc(F)cc1F)N1CCCN(c2nc(-c3ccccc3)ns2)CC1	98
?	96	Nc1nc(N)c(C=Nc2ccc(Br)cc2)c(Nc2ccc(Br)cc2)n1	97
?	97	CCC(=O)N(CC(=O)Nc1sc(C)c(C)c1C(N)=O)Cc1ccc(F)cc1	100
?	95	O=S(=O)(NCc1csc(-c2cccs2)n1)c1ccccc1	98
?	78	Cc1nn(C)cc1/C=N/NC(=O)CSc1ccccn1	92
?	99	CCCCCc1cccnc1	104
?	97	O=C(O)c1cc(-c2ccc(Cl)s2)[nH]n1	98
?	94	Cc1ccc(NNC(=O)c2snnc2C)cc1Cl	98
?	105	O=C(/C=C/c1ccc2ccccc2n1)c1cc(Cl)ccc1O	90
?	104	CCNC(=O)Cn1cc(C(F)(F)F)cc(Cl)c1=O	100
?	93	O=C(Nc1cccc(Cl)c1)Nc1ccccc1C(=O)O	97
?	111	c1ccc(CSc2nnc3c4ccccc4c4ccccc4c3n2)cc1	102
?	103	c1ccc(-n2ncc3cccnc32)cc1	103
?	101	O=c1c2cc3c(nc2[nH]c(=S)n1-c1ccccc1)CCCC3	105
?	105	Cn1c(N)c(C(=O)/C=C/c2ccccc2)c(=O)[nH]c1=O	102
?	111	CCOC(=O)C1=C(c2ccccc2)NC(N)=NC1c1ccc(OCc2ccc(C(=O)OC)cc2)cc1 (stereo not drawn)	107
?	99	Cc1sc2nc(CN3CCN(c4ccc(O)cc4)CC3)[nH]c(=O)c2c1C	94
?	108	O=C(NN=C1CCCC1)c1[nH]c2ccc(Br)cc2c1-c1ccccc1	103
?	99	COc1ccc(-c2c(C(F)(F)F)nn(C)c2NC(=O)CSCC(=O)O)cc1	99
?	101	NS(=O)(=O)c1cccc(NC(=O)c2cccnc2Oc2ccccc2)c1	102
?	104	Cc1cc(NC(=O)CN2C(=O)c3ccccc3C2=O)no1	102
?	101	COCCCNC(=S)N/N=C/c1ccc(OC)c(Br)c1	102
?	100	O=C1NC(=Nc2cccnc2)S/C1=C/c1ccc(F)cc1	102
?	100	COc1ccc(NC(=O)Nc2ccc(C(C)C)cc2)cc1	101
?	100	NC(=O)c1ccc(-c2ccccc2F)cc1	100
?	99	c1ccc(C(c2ccccc2)N2CCN(Cc3nc(-c4cnccn4)no3)CC2)cc1	99
?	98	Cc1c(Cc2ccccc2)c(NCCN(C)C)n2c(nc3ccccc32)c1C#N	99
?	103	Cc1ccc(Nc2nnc(-c3ccccc3N)o2)cc1C	102
?	102	CC(C)Cc1csc(NC(=O)c2ccc(Br)cc2)c1C(=O)O	100
?	99	C=CC(=O)NC1CC2CCC1(C)C2(C)C (stereo not drawn)	100
?	102	Cc1[nH]c2ccccc2c1SCc1nnc(SCc2ccc(Cl)cc2)n1C	102
?	97	CC1=CC(C)(C)n2c(O)c(N=N)c3c(C)ccc1c32	103
?	102	O=C(O)COCC(=O)NCc1nc(-c2ccc(C(F)(F)F)cc2)no1	100
?	102	O=C(O)c1ccc[nH]c1=S	104
?	93	Clc1ccccc1-c1csc(Nc2cccnc2)n1	97
?	95	Cc1nc(-c2nnc(SCC(=O)Nc3ccc(C(F)(F)F)cc3)n2C)cs1	99
?	62	CC(C)Cc1ccc(C(C)C(=O)Nc2ccccc2O)cc1 (stereo not drawn)	80
?	97	COc1ccccc1-c1nc(C#N)c(NCCCn2ccnc2)o1	94
?	103	O=C(CSC(=S)N1CCOCC1)Nc1ncc2c(n1)CC(c1ccco1)CC2=O (stereo not drawn)	104
?	100	O=C(NCCc1ccc([N+](=O)[O-])cc1)c1ccccc1	100
?	118	O=C1CS/C(=N/N=C/c2ccncc2)N1	107
?	101	COc1ccc(-c2nnc(NC(=O)Cc3ccccc3)s2)c(OC)c1	101
?	93	CC1=CC(C/C(C)=C/COc2ccc3ccc(=O)oc3c2)OC1=O (stereo not drawn)	94
?	94	C/C(=N\NC(=O)CSc1nc(C)cc(C)n1)c1ccc([N+](=O)[O-])cc1	100

# Next section:
RGS7-Gao reg	RGS4-Gao reg	SMILES	RGS8-Gao
?	95	CC(=O)Nc1cccc(/C(C)=N/NC(=O)c2cc(-c3ccncc3)nc3ccccc23)c1	98
?	94	Cc1ccc(-n2ncc3c(N4CCCC(C)C4)ncnc32)c(C)c1 (stereo not drawn)	96
?	93	O=C(Nc1ccc(O)c2c(=O)cc(-c3ccccc3Cl)oc12)c1ccc(Cl)cc1Cl	97
?	102	O=C1OCc2ccc(NS(=O)(=O)c3ccc(C(F)(F)F)cc3)cc21	101
?	99	CC(=O)c1cccc(NC(=O)C(C)N(C)CC(=O)Nc2ccc(Cl)cc2)c1 (stereo not drawn)	98
?	101	C=Cn1c(C(=O)O)ccc1-c1ccc(CC)cc1	102
?	88	Cc1c(N2C(=O)CSC2c2ccccc2)c(=O)n(-c2ccccc2)n1C (stereo not drawn)	98
?	103	Cc1ccc(NC(=O)Nc2cccnc2)cc1NC(=O)Nc1cccnc1	102
?	127	Cc1nc2c(O)cccc2cc1CO	118
?	101	C/C=C(/C)C(=O)Nc1cccc(C2=NOC3(C2)C[C@@H](C(N)=O)N(C(=O)c2ccc(OC)cc2)C3)c1 (stereo partly drawn)	102
?	98	Cn1cc(S(=O)(=O)NCC2CCCO2)c(=O)n(C)c1=O (stereo not drawn)	97
?	109	Clc1ccc(-[n+]2c(-c3cccc(Br)c3)[nH]c3nc4ccccc4nc32)cc1	106
?	103	Brc1ccc(-c2n(-c3ccccn3)c3ccccc3[n+]2-c2ccccn2)cc1	103
?	101	O=C(O)CCCCCN1C(=O)/C(=C\c2cn(-c3ccccc3)nc2-c2cccs2)SC1=S	99
?	105	NC(=O)C1(N2CCCCC2)CCN(Cc2nc(-c3cccs3)no2)CC1	103
?	99	Cc1nn(C)cc1/C=N/NC(=O)Cn1cncn1	102
?	99	O=C(O)Cc1csc(NC(=O)CSc2nnnn2-c2ccc(O)cc2)n1	98
?	109	COc1ccc(-n2c(O)c(C=Nc3ccccc3)c3ccccc3c2=O)cc1OC	102
?	98	O=C1Nc2ccccc2N=C(c2ccccc2)c2ccccc21	97
?	110	O=S(=O)(c1ccc(-c2cc(C(F)(F)F)on2)s1)N1CCCC1	105
?	95	O=C(Oc1cc(=O)oc2c1c(=O)n1c3c(cccc23)CC1)c1ccccc1	97
?	105	COc1ccc(NC(=O)COC(=O)c2ccc(Cl)c(S(N)(=O)=O)c2)c([N+](=O)[O-])c1	101
?	101	OCC(O)C1OC(Nc2ccc(Cl)cc2)C(O)C1O (stereo not drawn)	100
?	103	CN(C(=O)c1cc2c(s1)-c1ccccc1S(=O)(=O)C2)c1ccccc1	102
?	102	O=C(Nc1cccnc1Oc1ncnc2cc(Cl)ccc12)c1ccc(F)cc1	102
?	92	COc1ccc(/C=C/c2ccccc2)cc1[C@H]1[C@@H]2C=CCC[C@@]2(C)C(=O)N1Cc1ccccc1	95
?	100	COc1ccc2[nH]cc(/C=C/C(=O)c3ccccc3)c2c1	98
?	102	O=C(NCCN1CCCCCC1)C1CCCN1S(=O)(=O)c1cccc2nsnc12 (stereo not drawn)	98
?	92	Cc1nc(-c2ccc(S(=O)(=O)N3CCCN(CCc4ccccc4)CC3)s2)cs1	95
?	96	Oc1ccc(/C=N/NC(=S)Nc2cccnc2)cc1	102
?	111	CC1(C)CC2CC(C)(CN2/C=N/c2sc3c(c2C#N)CC(C)(C)NC3(C)C)C1 (stereo not drawn)	102
?	104	C=C(C)CN(CC)C(=O)CC1C(=O)NCCN1CC(C)(C)C (stereo not drawn)	103
?	74	Cc1ccn2cc(-c3ccc(Br)cc3)nc2c1	93
?	93	CNC(=S)Nc1cccc(C(=O)OC)c1	95
?	95	C=CCn1c(SCC2CCCCO2)nc2sc(CC)cc2c1=O (stereo not drawn)	99
?	111	O=C1C(Nc2ccccc2)=CC(c2ccc(O)cc2)N1c1ccccc1 (stereo not drawn)	98
?	99	CSCC[C@H](NC(=O)Nc1ccc(S(N)(=O)=O)cc1)C(=O)O	101
?	100	CN(C(=O)c1ccncc1)c1ccccc1	102
?	102	COc1ccc(C(CC(=O)N2CCN(c3ccccc3)CC2)c2c(O)cc(OC)cc2OC)cc1 (stereo not drawn)	100
?	89	Cc1ccc(-c2nc(NC(=O)CSc3ncn[nH]3)ns2)cc1	90
?	92	CSc1sc(C(=O)NNC(=O)c2ccc(Cl)cc2)c2c1C=CCC2	97
?	98	O=[N+]([O-])c1cc(S(=O)(=O)Nc2cccc(Cl)c2)ccc1N/N=C/c1ccc(N2CCOCC2)cc1	99
?	97	C[C@@H]1OC(Nc2ccc(N=Nc3ccccc3)cc2)[C@H](O)[C@H](O)[C@H]1O (stereo partly drawn)	98
?	23*	Cc1ccc(NC(=O)c2ccc(OCc3c(C)noc3C)cc2)cc1	53*
?	102	Cc1cccc(C(=O)Nc2sc3c(c2C(=O)O)CCC3)c1	98
?	97	Cc1ccc(C)n1-c1nn(S(=O)(=O)c2cccc3cccnc23)c2cccc(F)c12	97
?	94	COc1cc2c(cc1O)[C@@H]1Cc3cc(OC)c(OC)cc3C(C2)N1C	102
?	94	COc1cc([N+](=O)[O-])cc(/C=N/NC(=O)CSc2ccccn2)c1O	95
?	100	Oc1cc(-n2cccn2)c(O)cc1-n1cccn1	98
?	96	C/C(=N/NC(N)=S)c1cc2ccc(O)cc2oc1=O	97

# (listing goes on)
RGS7-Gao reg	RGS4-Gao reg	SMILES	RGS8-Gao
?	95	CCN(CC)S(=O)(=O)c1cccc(NC(=O)CNC2CCCCCC2)c1	98
?	81	O=c1nccc(SCc2ccc(Cl)cc2Cl)[nH]1	97
?	108	COc1ccc(CCCc2nnc(SCc3nc4ccccc4c(=O)[nH]3)n2C)c(C)c1	105
?	105	COc1c(O)cnn(-c2ccccc2)c1=O	104
?	97	CCOc1ccc(N/C(=N/c2nc(C)cc(C)n2)NC(=O)CC)cc1	100
?	103	O=c1c(-c2ccc3c(c2)OCCO3)coc2cc(OC3OC(CO)C(O)C(O)C3O)ccc12 (stereo not drawn)	99
?	102	COCCOC(=O)c1c(NC(=O)CN2CCc3ccccc32)sc(C(N)=O)c1C	101
?	99	O=C(CNc1cccc2ccccc12)N/N=C/c1ccc[nH]1	96
?	93	CN(C)S(=O)(=O)c1ccc(Cl)c(NC(=O)COC(=O)CC(NC(N)=O)c2ccc(Cl)cc2)c1 (stereo not drawn)	94
?	99	CCN(CC)c1ccc(/C=N\NC(=O)c2cccc3cc[nH]c23)cc1	101
?	97	Nc1ccc(C(=O)Nc2ccc(NC(=O)c3ccco3)c(O)c2)cc1	101
?	100	CCc1ccc(OCC(=O)O/N=C(\N)c2ccccn2)cc1	103
?	104	Cc1ccc(S(=O)(=O)NC(=O)N2CCN(Cc3c(F)cccc3Cl)CC2)cc1	100
?	106	Nc1ccc(S(=O)(=O)Nc2cnc3ccccc3n2)cc1	103
?	102	Cc1cc2nc3ccc(=[N+](C)C)cc-3sc2cc1N	101
?	97	COC(=O)c1cnc(NNC(=O)c2ccc([N+](=O)[O-])cc2)nc1C(F)(F)F	102
?	93	Cc1nc2ccccc2nc1N1CCCC1	95
?	99	Nc1nc(SCC(=O)N2N=C(c3ccc(Cl)cc3)CC2c2ccco2)n[nH]1 (stereo not drawn)	99
?	100	CNC(=O)CCCCC(=O)N/N=C/c1ccc(Cl)cc1Cl	99
?	101	CCCc1nn(C)c2c(=O)[nH]c(-c3cc(S(=O)(=O)Nc4ccc(NC(C)=O)cc4)ccc3OCC)nc12	101
?	94	CCN(CC)S(=O)(=O)c1ccc(C(=O)/C=C/c2ccc(-c3ccc([N+](=O)[O-])cc3)o2)cc1	98

# Assay outcomes from PubChem.

# This is a subset. The share of hits here may be higher or lower than overall.
